Redox H2O2 prof: compounds producing H2O2 with reducing agent – biochemical, NIH compound library profiling, artefact control for MLSCN library redox annotation, primary screen | DTT-dependent redox cycling H2O2, phenol red/HRP absorbance; 100% = 100 µM peroxide control, 0% = buffer | activation, % at 10 µM | 0.03% of 200,000 active | AID 878;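 active means activation of at least 50% relative to the plate's high and low controls in the primary single-dose screen; inactive means activation below 50%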;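 further: compound incubated with DTT at 0.8 mM final as the reducing agent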
FLuc stim CS: firefly luciferase counter-screen for stimulation assays; activation factor at 10 µM; 200,000 tested, under 10 active; ATPlite luciferase biochemical, luminescence, 10 min; 0 = ATP-free wells, 1 = DMSO control; AID 1027;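 active means luciferase activation factor, scaled between plate controls, of at least 2 with compound at 10 µM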
Target sequence (P08659 whole entry, looked up): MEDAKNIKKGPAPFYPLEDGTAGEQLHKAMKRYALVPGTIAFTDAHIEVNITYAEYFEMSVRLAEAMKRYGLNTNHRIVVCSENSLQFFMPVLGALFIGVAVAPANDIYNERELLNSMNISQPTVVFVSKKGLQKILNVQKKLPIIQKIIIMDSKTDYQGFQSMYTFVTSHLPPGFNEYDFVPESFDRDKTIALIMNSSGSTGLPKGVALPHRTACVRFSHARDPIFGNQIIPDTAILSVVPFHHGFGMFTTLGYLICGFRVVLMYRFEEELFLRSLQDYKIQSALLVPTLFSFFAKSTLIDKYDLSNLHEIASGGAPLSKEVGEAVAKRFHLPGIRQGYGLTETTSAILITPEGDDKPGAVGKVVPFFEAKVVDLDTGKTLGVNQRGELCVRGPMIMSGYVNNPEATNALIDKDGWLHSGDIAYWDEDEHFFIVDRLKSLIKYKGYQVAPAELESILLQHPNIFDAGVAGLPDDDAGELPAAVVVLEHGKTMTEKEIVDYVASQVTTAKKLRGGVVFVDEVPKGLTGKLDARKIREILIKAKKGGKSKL
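test system = cell-free luciferase reagent | medium = PBS as buffer for the ATP substrate | dosing = test compounds dosed from 2 mM stocks in 100% DMSO | incubation = 10 min at ambient temperature | detection = luminescence measurement of luciferase light output | benchmarks = low control with PBS replacing ATP, high control enzyme plus ATP without compound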
G6PDH CS: inhibits Leuconostoc G6PDH, flagging false hits in G6PDH-based assays; inhibition, % at 5 µM; Purified L. mesenteroides G6PDH, diaphorase/resazurin coupled fluorescence, 45 min; 0.12% of 200,000 active; in the data active means inhibition above about 50%
STAT1 activator: activators of IFN-gamma induced STAT1 signaling; NIH 3T3 STAT1-luciferase reporter, luminescence; 100% = IFN-gamma alone, no compound; activation (% of control), % at 5.5 µM; 2.6% of 200,000 active;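 active means activation above the screen-wide mean activation plus 3 SD, cut at about 130% in these data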;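 further: raw ratio to IFN-gamma control signal so 100% means no change and 0% no light; values of inactives mirror those of a sister screen read the other way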
FLuc inhib CS: inhibits firefly luciferase, flagging false hits in luciferase inhibition screens. AID 1006. inhibition, % at 10 µM. P08659. ATPLite firefly luciferase biochemical luminescence, 10 min. 1.5% of 200,000 active;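 active means inhibition above about 50% when tested at 10 µM, limit read from the data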
NF-kB neuron act: NF-kB expression increase, human neuronal cells; NF-kB reporter expression; hits give high values; fold change at 12.5 µM; 1.6% of 190,000 active; AID 1239; in the data active means fold change above about 3.3
Hsp70 activator: Hsp70 transcriptional activation, primary screen; HeLa Hsp70 promoter luciferase reporter, luminescence; scaled: vehicle 0, proteasome-inhibitor control 100%; activation, % at 10 µM; 0.04% of 200,000 active; AID 1203;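 active means activation above the mean across all tested compounds plus 3 SD, cutoff set per campaign, cut at about 5.5% in these data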;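 further: 100% = MG132 at 30 µM as the positive control and 0% = DMSO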
HMGR II inh: blocks class II HMG-CoA reductase of Enterococcus faecalis. purified E. faecalis HMGR, NADPH absorbance 340 nm kinetic. inhibition, % at 10 µM. 0.41% of 190,000 active. AID 1066;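 active means inhibition above a set limit, the median over all tested compounds plus 3 SD, cut at about 9.5% in these data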;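 further: enzyme runs in reverse so mevalonate oxidation gives rising NADPH absorbance; 0% = complete reaction with DMSO and 100% = background rate lacking mevalonate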
APP transl inh: APP translation inhibition; SH-SY5Y APP 5'UTR-luciferase reporter, luminescence; inhibition, % at 2 µM; 0.82% of 190,000 active; AID 1285;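 active means inhibition above a set limit, derived from the sample mean plus 3 SD, cut at about 45% in these data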; further: values of inactives mirror those of a sister screen read the other way
APP 5'UTR act: APP 5'UTR luciferase reporter activation. activation, % at 2 µM. SH-SY5Y APP 5'UTR luciferase reporter, luminescence; zero percent = DMSO vehicle wells. AID 1276. 1% of 190,000 active;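 active means activation above a set limit, based on mean plus 3 SD of controls, cut at about 140% in these data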; further: values of inactives mirror those of a sister screen read the other way
Active calls of the source: *; · = no result given.

SMILES	Redox H2O2 prof	FLuc stim CS	G6PDH CS	STAT1 activator	FLuc inhib CS	NF-kB neuron act	Hsp70 activator	HMGR II inh	APP transl inh	APP 5'UTR act
CCC(C)(C)NC(=O)Nc1cc(Cl)ccc1OC	3.3	1.1	3	100	-7	0.94	-0.3	-2	-9	9
Cc1cccc(-n2c(N)cc(=O)[nH]c2=S)c1	0.5	1.1	4	81	-7	0.89	-0.4	-5	-3	3
O=c1c2c(-c3ccco3)csc2nc(SCc2cn3cccnc3n2)n1-c1ccccc1	-3.8	1	6	100	-3	1.3	-0.2	-1	0	0
Cc1cc(-n2c(C)cc(C(=O)CSc3nnc4sc5ccccc5n34)c2C)no1	1.2	1	9	102	0	0.95	-0.3	0	-7	7
O=C(NCC1CCCO1)c1ccc2c(=O)n(Cc3ccco3)c(SCC(=O)N3CCCC3)nc2c1 (configuration not stated)	1.9	1.1	10	68	-11	0.6	-0.4	-4	-17	17
O=C(N/N=C/C=C/c1ccccc1)c1cc2c(ccc3ccccc32)o1	-3.2	0.6	7	100	43	1.1	-0.2	0	-5	5
Nc1nnc(CCOc2ccccc2Cl)s1	0.6	1.1	5	103	-9	1.1	-0.4	1	6	-6
COC(=O)c1ccc(CSc2nc(-c3ccccc3)cs2)o1	-2.0	0.7	2	107	34	1.2	-0.2	-1	-6	6
CCCNC(=O)COC(=O)c1cc(C)nc2ccccc12	-2.1	1	9	92	-5	1.2	0.1	9	-11	11
COc1ccc(CNC(=O)C2CC(C)=C(C)CC2C(=O)O)cc1 (configuration not stated)	0.2	1	2	98	1	1.1	-0.1	-2	13	-13
COc1ccc(COC(=O)N/N=C(\C)CC(=O)Nc2c(C)cc(C)cc2C)cc1	-4.3	1	-2	101	-3	1.3	-0.1	2	-1	1
Cc1ccccc1NC(=S)N(Cc1ccccc1)Cc1cccnc1	-1.6	1.1	0	97	-7	1.1	-0.1	-7	17	-17
O=C(Nc1ccccc1)c1ccc(NCCN2CCOCC2)c(S(=O)(=O)N2CCOCC2)c1	-0.4	1.1	-4	89	-8	0.69	-0.2	-3	-22	22
CCc1cccc(C)c1NC(=S)NCc1ccc2c(c1)cc(C)n2C	0.6	1	21	93	-4	0.74	0.2	1	-13	13
CC#CC(=O)N1CCC(CO)(CCc2ccccc2)CC1	-0.9	1	12	108	-2	1.6	-0.3	-7	-6	7
COc1ccc(NC(=O)COC(=O)c2ccc(N3CCCC3=O)cc2)cc1OC	1.1	1	-2	106	-4	1.1	0.2	0	-2	2
Cc1cc(-c2nnco2)c(C)n1-c1ccc(F)cc1	0.0	0.9	11	108	6	1.4	-0.3	1	-15	15
Cc1cc(C)nc(NC2=NCC(=O)N2c2cccc(Cl)c2)n1	-1.3	1.1	-13	97	-11	1.6	-0.3	0	-4	4
Cc1cccc(OC(=O)c2ccncc2)c1C	-1.9	1.1	5	103	-8	1.2	-0.2	-12	18	-18
NNC(=O)CNC(c1ccccc1)c1cc(Br)ccc1NC(=O)c1ccc(Br)cc1 (configuration not stated)	-0.2	1	15	96	2	1.1	-0.4	-5	-17	17
CSc1ccc(C(C(C(=O)c2cccs2)N2CCOCC2)N2CCOCC2)cc1 (configuration not stated)	1.3	1.1	0	97	-6	1.3	-0.1	-2	-19	19
COc1cc(C2C(C#N)=C(N)Oc3c2ccc2ccccc32)ccc1OCC(=O)Nc1cccc(C)c1 (configuration not stated)	0.6	1	5	99	-1	1	-0.4	1	2	-2
O=C1CN(C(=O)c2ccccc2F)c2ccccc2N1	0.5	1	6	90	0	1.2	-0.3	-2	16	-16
Cc1ccc2ccc(C(Nc3ccccn3)c3ccccc3)c(O)c2n1 (configuration not stated)	-0.3	1.1	7	98	-6	1.3	-0.1	2	0	0
CC(C)C(=O)Nc1ccc(C(=O)N/N=C/C2CC3C=CC2C3)cc1 (configuration not stated)	-0.5	1	9	101	-3	1.1	-0.1	0	-14	14
O=C(Nc1nc(-c2cccs2)cs1)c1cccc(S(=O)(=O)N2CCCCCC2)c1	-0.5	1	8	117	-3	0.92	0.2	-7	-31	31
O=C(CSCc1cnn(-c2ccccc2)c1-n1cccc1)NCc1ccc2c(c1)OCO2	0.4	1	1	96	-5	1.1	-0.1	1	-4	4
CC1=C(C(=O)Nc2ccccn2)C(c2ccc(Cl)cc2Cl)NC(=S)N1 (configuration not stated)	-0.4	1	2	114	-4	1.2	0.0	-4	-11	11
COc1ccc(/C=N/Nc2nc(Nc3ccccc3)nc(N3CCCCC3)n2)cc1OC	-5.9	0.6	4	128	38	0.96	0.0	-2	-27	27
COC(=O)c1ccccc1NC(=O)COc1ccc(S(=O)(=O)NC(C)C)cc1	0.5	1	9	97	-2	0.61	0.0	-6	0	0
CCCS(=O)(=O)N1CCC(C(=O)NC2CCC(C)CC2)CC1 (configuration not stated)	-0.5	0.9	12	122	7	1.4	0.1	0	-4	4
CCSc1nnc2c(n1)OC=Nc1ccc(Br)cc1-2	1.7	1.1	-17	102	-5	1.4	-0.4	-2	-2	2
CC(C)CC(c1nnnn1CCc1ccccc1)N1CCC(C(N)=O)CC1 (configuration not stated)	0.8	1.1	1	106	-6	1.1	-0.2	-1	6	-6
COC(=O)c1cc(Cl)c(NC(=O)C(C)C)cc1OC	-0.8	1.1	12	102	-6	1.1	-0.1	0	-19	19
COC(CN(C(=O)CCl)C(C(=O)NC1CCCCC1)c1ccc(Cl)cc1)OC (configuration not stated)	-0.3	1.1	-5	96	-11	1.1	-0.1	2	·	·
CN(CC(=O)Nc1ccc(F)c(F)c1F)C(=O)/C=C/c1ccc(Cl)cc1	0.6	1	-6	112	-1	0.89	-0.3	-3	-27	27
Cc1ccc(NC(=O)COC(=O)c2ccc([N+](=O)[O-])o2)cc1S(=O)(=O)N1CCCCCC1	0.1	1	0	104	0	1.1	-0.2	6	-10	10
O=C(NCC1CCCO1)C(c1cccs1)N(Cc1ccccc1Cl)C(=O)c1ccc(-c2ccccc2)[nH]1 (configuration not stated)	0.3	1	-15	94	-3	0.63	-0.3	-6	16	-16
CC(C)(C)c1nnc(NC(=O)c2cccnc2)s1	-0.4	1	10	95	-2	1.1	0.1	-5	-3	3
Cc1ccccc1CSCCNC(=O)CSCc1ccc([N+](=O)[O-])cc1	2.5	1	2	102	-2	0.99	-0.4	-2	-18	18
Clc1ccccc1-c1nc(/C=N/N2CCOCC2)c2ccccn12	-3.8	1	3	103	-3	1.2	-0.2	-2	3	-3
COCCNC(=O)CSc1nc2ccccc2c2nc(C)nn12	-1.4	1	5	105	-1	0.76	0.2	4	0	0
CCOC(=O)c1cc(C(=O)c2cccs2)n2ccc(C(C)=O)cc12	-0.1	1.1	-1	107	-6	0.45	-0.4	0	18	-18
C#CCOCCOCCOCCNc1nc(N2CCN(C(=O)[C@H](CCCCN)n3cc([C@@H](N)C(C)CC)nn3)CC2)nc(N2CCN(C(=O)[C@H](CCCCN)n3cc([C@@H](N)CC(C)C)nn3)CC2)n1 (some centres not stated)	-0.8	1.1	10	105	-6	0.94	-0.3	-1	10	-10
CCOc1ccc(-n2ccnc2SCC(=O)NCc2ccc3c(c2)OCO3)cc1	0.2	1.1	3	100	-7	0.75	0.1	-1	16	-15
CCc1nc(CN2CCCC(C(=O)c3ccc4c5c(cccc35)CC4)C2)c(C)[nH]1 (configuration not stated)	0.3	1.1	12	96	-5	0.71	-0.4	1	-4	4
COc1nc(N2CCCC2)nc(-n2nnc(C(C)=O)c2C)n1	-0.3	1.1	8	104	-8	1.1	-0.4	0	9	-9
Oc1ccc(-c2nc3ccc4ccccc4c3c3c2CCC3)cc1O	0.4	1	-27	111	-2	2	-0.2	0	1	-1
CCCCNC(=O)NCc1cnn(C)c1C	0.2	1	2	100	-2	1.3	-0.6	-8	2	-2
CN1CCN(S(=O)(=O)c2cccc(C(=O)Nc3sc4c(c3-c3nc5ccccc5[nH]3)CCCC4)c2)CC1	-0.3	1.1	-22	98	-5	1	-0.1	-3	-10	10
NC(=O)C1CCN(c2ccc([N+](=O)[O-])cc2Cl)CC1	-0.8	1	0	93	-4	0.97	-0.1	-2	-15	15
COc1ccc(-c2nc(N)n(C(=O)c3cccs3)n2)cc1	-0.1	1	3	96	-4	1.1	-0.1	-3	5	-5
Cc1ccc(C(=O)NCCN2C3=NC[C@H](C)N3C[C@H]2Cc2ccc(O)cc2)cc1Br	-0.8	1.1	14	99	-7	0.86	-0.1	2	-8	8
CCCCc1ccc(-c2csc(/C(C#N)=C/c3ccc(C)o3)n2)cc1	0.5	1.1	3	99	-11	1.5	-0.3	-1	-2	2
CC(C)N(Cc1nc(-c2ccccc2)no1)S(=O)(=O)c1ccccc1	0.0	1	0	105	1	0.85	-0.2	-6	11	-11
CN(C1CCCCC1)S(=O)(=O)c1ccc(-n2cnnn2)cc1	-0.4	1	13	102	-4	1.1	0.1	-1	-13	13
Cc1cccc(C)c1NC(=O)C1(NC(=O)Cn2cccc([N+](=O)[O-])c2=O)CCCCC1	0.1	1	-10	97	0	1.4	-0.3	-2	16	-16
CN(C)c1ccc(/C=C/C(O)=C2/C(=O)N(C)C3(C)CC2c2ccccc2O3)cc1 (configuration not stated)	12	1	-31	104	-2	1.2	0.1	-4	5	-5
Clc1ccccc1CSc1nncn1-c1cccnc1	-1.5	1.1	6	98	-5	1.2	-0.2	-4	5	-5
N/C(CN1CCCC1=O)=N\OC(=O)c1ccccc1Cl	-2.4	1	-1	97	-4	1.9	0.3	1	-24	24

A few values from the entries so far.
APP 5'UTR act result of COc1ccc(-c2nc(N)n(C(=O)c3cccs3)n2)cc1 : -5
Redox H2O2 prof result of Cc1ccc(C(=O)NCCN2C3=NC[C@H](C)N3C[C@H]2Cc2ccc(O)cc2)cc1Br : -0.8

Next entries:
SMILES	Redox H2O2 prof	FLuc stim CS	G6PDH CS	STAT1 activator	FLuc inhib CS	NF-kB neuron act	Hsp70 activator	HMGR II inh	APP transl inh	APP 5'UTR act
CN(C)/C=C1\N=C(c2ccccc2)OC1=O	-1.3	1	2	108	2	1.2	0.0	-3	-4	4
CC(C)CC(=O)Nc1ccc2c(c1)OCO2	-1.4	1.1	13	111	-6	1.3	0.0	-3	8	-8
O=C(CSc1nnc(COc2ccccc2)n1Cc1ccco1)Nc1ccc2c(c1)OCCO2	2.0	1	-17	98	-4	1	-0.5	3	-16	16
Cc1csc(Sc2nc3c(c(=O)[nH]c(=O)n3C)n2Cc2ccccc2Cl)n1	-0.5	1	4	98	1	1.1	-0.2	0	10	-10
Cc1ccc2nc(-c3ccccc3)c(CN3CCOCC3)n2c1	0.2	1	0	103	2	1	0.2	4	-11	11
NC(=O)c1c(NC(=O)c2cccs2)sc2c1CCCCCC2	-3.1	0.7	11	127	32	2.4	-0.1	0	-84	84
CC(=O)Nc1cc2c(cc1NC(=O)Cn1nc(-c3ccc4c(c3)OCCO4)ccc1=O)OCCO2	0.2	1.1	1	97	-8	0.73	-0.4	-3	-9	9

High-throughput results as filed in PubChem.
